Screening data from PubChem BioAssay.
Cathepsin G inh: human cathepsin G inhibitors, primary screen, biochemical, pooled compound mixtures, AMC fluorescence | P08311 | purified enzyme, AMC-tetrapeptide fluorescence | inhibition, % at 5 µM (by protocol) | actives 0.2% (n = 62,000);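 active = inhibition above 20% in each of the two mixture wells holding the compound; inactive = inhibition of 20% or less in either well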;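 also: 0% = enzyme control without mixture and 100% = blank lacking enzyme; strong numbers were not always called active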
FXIa inh mix: FXIa protease inhibitors in compound pools, primary screen, biochemical, 10-compound mixtures. purified FXIa, fluorogenic substrate, pooled mixtures. inhibition, % at 5 µM. actives 0.19% (n = 62,000);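 also: each value is inhibition by a whole ten-compound pool holding the compound; 0% = enzyme with no mixture and 100% = wells lacking enzyme; strong numbers were not always called active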
Target sequence (P03951 19-387 limits assumed): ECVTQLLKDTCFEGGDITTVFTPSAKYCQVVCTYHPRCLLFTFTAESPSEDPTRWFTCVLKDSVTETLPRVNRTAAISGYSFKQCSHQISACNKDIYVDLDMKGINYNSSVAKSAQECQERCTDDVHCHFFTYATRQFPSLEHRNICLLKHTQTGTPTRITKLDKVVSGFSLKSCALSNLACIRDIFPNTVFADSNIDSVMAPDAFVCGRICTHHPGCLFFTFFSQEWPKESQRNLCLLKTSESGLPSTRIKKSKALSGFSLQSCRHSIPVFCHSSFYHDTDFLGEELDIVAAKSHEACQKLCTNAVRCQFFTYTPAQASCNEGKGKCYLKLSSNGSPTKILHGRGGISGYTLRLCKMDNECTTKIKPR
Target sequence (P03951 388-625 limits assumed): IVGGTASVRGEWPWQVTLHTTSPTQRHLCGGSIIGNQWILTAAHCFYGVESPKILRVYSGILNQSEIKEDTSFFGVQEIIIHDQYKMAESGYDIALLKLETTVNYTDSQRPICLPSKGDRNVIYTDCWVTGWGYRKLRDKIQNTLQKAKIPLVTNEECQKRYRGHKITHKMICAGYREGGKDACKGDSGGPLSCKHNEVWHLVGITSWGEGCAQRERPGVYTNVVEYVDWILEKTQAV
CatL block: inhibitors of human cathepsin L, biochemical. AID 460, 2006. Procathepsin L (Homo sapiens), P07711. inhibition, %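 (tested at 10 µM)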. actives 0.17% (n = 58,000). purified cathepsin L, fluorogenic substrate, fluorescence; in the data active = inhibition above about 45%;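 also: 0% = enzyme with no compound and 100% = no enzyme blank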
C1s inh: complement C1s protease inhibitors, primary screen, biochemical, 10-compound mixtures | Complement C1s subcomponent (Homo sapiens), P09871 | purified C1s, fluorogenic AMC substrate, pooled mixtures | mean inhibition % of two 10-compound mixtures (hits give high values), % at 5 µM (by protocol) | actives 0.16% (n = 62,000) | AID 538, 2006;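 active = inhibition above 20% in each of the two 10-compound mixture wells holding the compound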;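 also: 0% = enzyme wells lacking compound mixture and 100% = no-enzyme blank wells; some compounds called inactive have numbers as strong as hits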
DUSP1 inh: MKP-1 phosphatase inhibitors, primary screen, biochemical, in vitro | Dual specificity protein phosphatase 1 (Homo sapiens), P28562 | recombinant MKP-1, OMFP hydrolysis fluorescence | inhibition, %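 (compounds tested at a single concentration somewhere between 10 and 100 µM)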 | actives 0.15% (n = 65,000) | AID 374, 2006;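 active = inhibition above about 50%, limit read from the data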;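 also: 0% = DMSO max control wells and 100% = wells with enzyme stopped by NaOH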
Cdc25B block: inhibitors of Cdc25B phosphatase catalytic domain, primary screen, biochemical, OMFP fluorescence | inhibition, %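 (compounds tested at 10 µM final in the well)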 | recombinant Cdc25B, OMFP fluorescence Ex485/Em525 | M-phase inducer phosphatase 2 (Homo sapiens), P30305 | AID 368, 2006 | actives 0.1% (n = 65,000); in the data active = inhibition above about 50%
5HT1a ag: human 5-HT1a receptor agonists, primary screen, cell-based, CHO, Ga15 NFAT-bla reporter; 5-hydroxytryptamine receptor 1A (Homo sapiens), P08908; actives 0.56% (n = 65,000); AID 567, 2006; CHO 5-HT1a Ga15 NFAT-bla reporter, FRET ratio; 0% basal, 100% maximal reference agonist; activation, % at 10 µM;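 active = activation above the screen-wide mean activation plus 3 SD, cut at about 19% in these data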;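 also: 0% = DMSO wells and 100% = 5-CT at EC100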
Target sequence (P08908 whole entry, looked up): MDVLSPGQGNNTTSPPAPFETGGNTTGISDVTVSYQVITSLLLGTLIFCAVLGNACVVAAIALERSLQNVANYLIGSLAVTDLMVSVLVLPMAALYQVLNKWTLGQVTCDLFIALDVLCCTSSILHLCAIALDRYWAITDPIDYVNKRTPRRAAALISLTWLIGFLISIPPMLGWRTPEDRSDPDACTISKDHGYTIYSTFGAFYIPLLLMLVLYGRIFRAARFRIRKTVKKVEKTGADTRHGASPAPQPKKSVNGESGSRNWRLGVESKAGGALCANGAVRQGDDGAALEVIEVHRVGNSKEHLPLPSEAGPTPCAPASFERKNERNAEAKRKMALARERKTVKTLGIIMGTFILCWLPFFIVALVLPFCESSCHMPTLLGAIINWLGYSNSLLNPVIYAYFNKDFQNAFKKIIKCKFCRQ
FXIIa inh mix: human factor XIIa inhibitors, primary screen, biochemical, pooled compound mixtures, fluorogenic substrate. Coagulation factor XII (Homo sapiens), P00748. purified FXIIa. inhibition, % at 5 µM. actives 0.2% (n = 62,000). AID 684, 2007;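 also: 0% = enzyme without compound and 100% = no enzyme blank; some results filed as inactive read as strong as hits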
Hsp90 inh: tumor Hsp90 inhibitors, primary screen, cell lysate, fluorescence polarization, NCI-N417 lysate | Heat shock protein HSP 90-alpha (Homo sapiens), P07900 | Cy3B-geldanamycin FP displacement | inhibition, % at 30 µM | actives 0.35% (n = 64,000) | AID 429, 2006;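 active = inhibition above 50%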;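 also: 0% = tracer plus lysate wells and 100% = tracer alone without lysate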
* = called active by the depositor; x = no result given. Rule as the data show it, unless noted: active = inhibition above about 20% (passing the limit was not always enough); inactive = the rest.

SMILES	Cathepsin G inh	FXIa inh mix	CatL block	C1s inh	DUSP1 inh	Cdc25B block	5HT1a ag	FXIIa inh mix	Hsp90 inh
Cc1ccc(-n2ncc3c(=O)[nH]c(SCC(=O)N4CCCc5ccccc54)nc32)cc1	12	7	x	7	3	15	0.7	7	4
CCCCSc1nnc(-c2ccc(NC(C)=O)cc2)n1C	21	7	-2	19	-17	12	0.3	0	3
CCOC(=O)N1CCN(c2c(N3CCN(c4cccc(C(F)(F)F)c4)CC3)c(=O)c2=O)CC1	-3	-5	-4	-19	15	-14	-3.3	7	0
Cc1cccc(CCNC(=O)CN(C)S(=O)(=O)c2ccc3c(c2)c(=O)n(C)c(=O)n3C)c1	11	14	x	11	12	-2	0.4	8	0
O=C1OCCC1Sc1nnc(-c2ccco2)o1 (configuration not stated)	8	5	3	11	-5	0	-4.5	-14	0
CC(C)CNS(=O)(=O)c1ccc(S(=O)(=O)N2CCN(CCC#N)CC2)cc1	8	5	x	14	5	1	-0.4	6	-3
COC(=O)c1cc(-c2ccc(Br)cc2)on1	11	11	3	14	-10	0	1.6	6	0
O=C(CCC(=O)c1cccs1)OCC(=O)N1CCN(C(=O)c2ccco2)CC1	6	1	x	-9	2	-19	-2.2	3	-2
CCCCOc1ccc(OCCCC)c2c1NC1(N2)C(=O)N(C(C)=O)c2ccccc21	8	-4	4	2	9	0	1.0	-1	0
Cc1cc2c(c(=O)n1Cc1ccc3c(c1)OCO3)C(c1cccnc1)C(C#N)=C(N)O2 (configuration not stated)	9	9	2	15	3	-3	-1.6	2	-2
CCOC(=O)Cn1c(=O)oc2cc(S(=O)(=O)N3CCn4c3nc3ccccc34)ccc21	8	3	8	0	15	-7	x	7	x
Cn1nnnc1SCC(=O)NCc1ccco1	-3	1	1	32	-22	-4	-1.8	5	-3
COc1ccccc1NS(=O)(=O)c1ccc(Br)s1	-1	8	4	-9	-3	-5	-2.9	7	-1
Cc1ccc(C(c2sc3nc(C)nn3c2O)N2CCN(CCO)CC2)cc1 (configuration not stated)	-2	6	-11	2	13	-3	0.0	-1	-3
CCOC(=O)C1CSc2[nH]c(=O)sc2C1c1ccccc1 (configuration not stated)	9	9	18	-7	-10	31	-1.6	-1	-2
Nc1sccc1C(=O)c1ccc(Cl)cc1	-1	8	-3	2	-8	-7	-1.3	-1	-4
COC(=O)c1cc(Br)c(=O)n(Cc2cccnc2)c1	10	12	-1	8	-4	40	3.8	3	-2
Cn1c(=O)c2cn(-c3ccc4c(c3)OCCO4)cc2n(C)c1=O	-7	5	0	29	-26	0	-1.6	-1	-5
CCn1c(CC(=O)Nc2ccccc2F)nnc1SCC(=O)N1CCN(c2ccccc2)CC1	8	5	-1	13	32	-11	-0.8	3	-2
O=C(c1cccc(N2C(=O)C3CC=CCC3C2=O)c1)N1CCN(c2ccccc2)CC1 (configuration not stated)	9	-3	2	0	16	-13	-2.3	3	1
COc1ccc(C(C)=O)c(OC(=O)c2ccc(OC)c(OC)c2)c1	8	5	-2	18	0	-1	0.1	4	-5
Cc1nnc2sc(-c3ccc(NC(=O)c4ccc(-c5ccc(Cl)cc5Cl)o4)cc3)nn12	-9	-7	-178	-42	31	2	0.7	2	-60
Cc1nc(C)c(C(=O)NCc2ccccc2Cl)o1	11	5	23	7	7	-15	-2.1	2	-8
CCOC(=O)c1ccc(NC(=O)Nc2ccc3c(c2)OCCO3)cc1	9	1	-9	9	16	1	-1.5	1	3
O=S(=O)(c1ccc(F)cc1)N1CCN(Cc2ccccc2C(F)(F)F)CC1	-3	3	15	-3	5	0	0.7	4	-1
Cn1nnc2c(NCc3ccco3)nccc21	11	2	-1	-1	-7	-5	0.1	11	x
CCn1cc(C(=O)N2CC(C)CC(C)C2)c(=O)c2cc(S(=O)(=O)N3CCOCC3)ccc21 (configuration not stated)	12	2	-1	-20	21	-2	-1.8	6	0
O=C(c1ccsc1)N1CCN(C(=O)c2cccs2)CC1	9	2	-4	13	2	0	-2.5	-4	x
COc1ccccc1NC(=O)c1ccc(CN2CCOCC2)cc1	8	-2	1	-4	-7	-18	-2.8	-13	-2
CC(=O)N=c1cccc(NC(C)=O)n1O	3	7	-1	3	12	-6	-1.0	1	2
Cc1ccc(N2CC(C(=O)N3CCc4ccccc43)CC2=O)cc1 (configuration not stated)	9	7	8	12	-11	-9	-2.1	-18	-6
c1ccn2c(Cc3nnc4ccccn34)nnc2c1	7	8	3	12	3	1	-3.4	3	-3
COC(=O)c1ccccc1NC(=O)N1CCN(C(=O)c2ccco2)CC1	-9	0	-6	10	-3	-5	1.6	0	-4
O=C(C1CCCN(S(=O)(=O)c2ccccc2)C1)N1CCN(c2ncccn2)CC1 (configuration not stated)	9	3	x	11	17	-2	0.2	-14	-2
N#C/C(=C\c1ccco1)Sc1nc2ccccc2s1	6	1	4	-10	-8	-13	-2.0	-4	-9
O=C(c1ccccn1)N1CCN(c2ccc(C(F)(F)F)cn2)CC1	-5	6	-5	-7	7	4	-1.7	-1	x
COc1cccc(-n2nnc3c(=O)n(CC(=O)NC4CCCC4)cnc32)c1	11	1	15	9	6	-2	1.0	2	-3
CSc1nc2ccccc2n1C(=O)NC1CCCCC1	8	-1	13	-4	-13	2	-1.9	4	0
Cc1ccccc1NC(=O)CCN1CCN(C/C=C/c2ccccc2)CC1	3	-1	-5	-48	15	-21	0.1	44	x
O=C1CSC(c2ccccn2)N1c1cccc(Cl)c1 (configuration not stated)	-2	3	12	-10	9	-3	-4.7	5	1
CN(C)S(=O)(=O)c1cccc(-c2nnc(SCc3ccc4c(c3)OCCO4)o2)c1	-9	-26	4	-142	-2	4	2.7	5	1
CCN(CCO)C1CC(=O)N(c2ccccc2C)C1=O (configuration not stated)	8	8	12	16	1	3	-0.3	-17	-1
CC1CCCN(C(=O)C2CCN(CC3CC=CCC3)CC2)C1 (configuration not stated)	1	-1	29	7	1	-18	-1.9	2	-3
CC1Cc2ccccc2N1C(=O)CSC1=NCCS1 (configuration not stated)	12	10	-5	17	-7	-2	-1.7	6	x
COc1cccc(-c2nc3n(n2)C(c2ccccc2Cl)C(C(N)=O)=C(C)N3)c1 (configuration not stated)	12	4	-2	13	-2	-1	-0.6	2	-1
COc1nnc(-c2ccc(N3CCCCC3)c(N)c2)c2ccccc12	x	x	x	x	27	1	-1.7	x	3
CCc1nnc(-n2nc(C)cc2-c2ccccc2)n1N	8	4	4	0	2	7	0.6	2	1
CC(C)(C)n1nnnc1C(c1cccs1)N1CCCC2(CCCCC2)C1 (configuration not stated)	-3	3	17	-3	5	-12	-1.3	5	-2
CCCCn1c(-c2ccsc2)nc2c1c(=O)[nH]c(=O)n2CCC	9	2	8	8	10	-17	3.6	12	-3
CCCOC(=O)C1=C(C)NC2=C(C(=O)C(C(=O)OC)C(C)C2)C1c1ccc(N(C)C)cc1 (configuration not stated)	-1	5	-27	-6	10	-6	-1.8	-17	3
New compounds follow
SMILES	Cathepsin G inh	FXIa inh mix	CatL block	C1s inh	DUSP1 inh	Cdc25B block	5HT1a ag	FXIIa inh mix	Hsp90 inh
CCc1ccc2[nH]c(=O)c(CN(Cc3ccc(OC)cc3)Cc3nnnn3CCOC)cc2c1	8	-1	x	-2	27	-9	-0.3	2	1
CC(C)Oc1ccc(NC(=O)C2CCCNC2=O)cc1 (configuration not stated)	4	9	26	-2	-11	2	-1.5	2	-2
Cc1ccc(-c2nc3ncccn3c2NC2CCCC2)o1	7	-1	3	6	-14	1	-1.5	4	-4
COC(=O)c1ccc(NS(=O)(=O)c2ccc(OC)cc2)cc1	0	-3	17	-21	9	-1	-1.1	9	-1
CC(=O)c1ccc(NC(=O)C2CCCNC2=O)cc1 (configuration not stated)	11	8	0	16	19	1	-3.6	-4	-1
COc1cccc(-c2cc(C(F)(F)F)nc(-n3cncn3)n2)c1	17	5	-1	14	35	-8	-2.6	3	0
COc1ccccc1-n1c(=O)c2c3c(sc2n2c(SC)nnc12)CCC3	x	x	5	x	-2	-25	-0.1	x	-5
COc1cc(OC)c(-c2nn3c(-c4ccncc4)nnc3s2)cc1OC	-3	5	4	-11	0	9	0.9	-10	-7
Cc1[nH]c2ccccc2c1C(=O)CN1CCC(C(N)=O)(N2CCCCC2)CC1	-4	1	-8	-13	2	-6	0.1	11	x
Oc1ccc(-c2csc(NCc3ccco3)n2)cc1	12	-1	23	9	11	-10	-3.3	-5	1

Compounds above containing a cyano group:
SMILES	Cathepsin G inh	FXIa inh mix	CatL block	C1s inh	DUSP1 inh	Cdc25B block	5HT1a ag	FXIIa inh mix	Hsp90 inh
CC(C)CNS(=O)(=O)c1ccc(S(=O)(=O)N2CCN(CCC#N)CC2)cc1	8	5	x	14	5	1	-0.4	6	-3
Cc1cc2c(c(=O)n1Cc1ccc3c(c1)OCO3)C(c1cccnc1)C(C#N)=C(N)O2 (configuration not stated)	9	9	2	15	3	-3	-1.6	2	-2
N#C/C(=C\c1ccco1)Sc1nc2ccccc2s1	6	1	4	-10	-8	-13	-2.0	-4	-9

Carrying on:
SMILES	Cathepsin G inh	FXIa inh mix	CatL block	C1s inh	DUSP1 inh	Cdc25B block	5HT1a ag	FXIIa inh mix	Hsp90 inh
O=c1c2ccccc2nc2c3ccccc3c(N3CCOCC3)nn12	1	-2	-10	0	31	-8	-0.8	8	-4
CCc1nnc(NC(=O)C2Cc3ccccc3CN2S(=O)(=O)c2cccs2)s1 (configuration not stated)	1	6	27	1	13	2	-1.0	6	-8
COc1cccc(C2NC(=O)NC(O)(C(F)(F)F)C2C(=O)c2cccnc2)c1OC (configuration not stated)	3	0	x	-41	1	-11	-0.8	5	-7
O=c1cc(-c2ccco2)oc2ccc(Cl)cc12	10	3	-8	-7	0	-9	-1.3	-12	-3
CC(C)n1nc(C(=O)NCCc2ccc(S(N)(=O)=O)cc2)c2ccccc2c1=O	-1	3	-3	-6	6	-4	-0.8	11	x
COC(=O)CN(c1ccccc1C)S(C)(=O)=O	-3	7	x	2	8	25	x	9	x
Cn1c(=O)cc(OCCCC(=O)NCc2ccc3c(c2)OCO3)c2ccccc21	-7	11	x	-16	14	0	0.5	11	1
Cc1occc1-c1nnc(SCC(=O)c2cc3ccccc3oc2=O)o1	0	3	-5	-3	6	11	-0.2	-1	-9
C=CCn1c(SCC(=O)NC(=O)NC2CCCC2)nnc1C1CCCCC1	-5	7	1	2	8	3	2.5	-12	x
Clc1cccc(-c2ccc(/C=N/n3cnnc3)o2)c1	10	9	-6	-11	-8	1	-0.3	7	1
CC1(C)C(N(O)C(=O)Nc2ccccc2)N(c2cccc(Cl)c2)C(=O)N1O (configuration not stated)	2	6	10	-29	16	-5	1.3	2	1
COCCn1c(CN2CCC(Cc3ccccc3)CC2)nc2c1c(=O)n(C)c(=O)n2C	x	x	x	x	-14	-8	-1.2	x	0
CC(C)Cn1c(=O)c2c(nc3n2CCCN3CCc2ccccc2)n(C)c1=O	2	11	3	3	24	1	9.7	-3	-2
Brc1cccc(-c2nnc3sc(CN4CCC5(CC4)OCCO5)cn23)c1	4	0	7	5	0	2	-2.4	5	0
O=C(CNC1=NCCC1)c1ccc2c(c1)OCCO2	2	11	4	-27	-12	-9	-0.6	8	-6
Cc1cccc(OCc2nc(C#N)c(NCc3ccc4c(c3)OCO4)o2)c1	9	3	4	10	3	-7	-0.9	-2	-7
CCOc1ccc(Nc2nc3c(c(=O)[nH]2)CCC3)cc1	-1	2	2	-18	-6	1	-1.3	0	-2

Hits appear at their usual frequency; about 1.6% have a hit in one of these screens.
